High-throughput results from PubChem.
Bim-Bfl-1 = human Bim-Bfl-1 interaction inhibition. Q16548. AID 1008. hit rate 0.12% among 190,000. inhibition, % at 10 µM. Bead-based flow cytometry, Bim-Bfl-1 binding inhibition;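 note: 0% = wells without compound plus tracer and 100% = blocker peptide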
HRas wt GTP bind = modulators of GTP binding to human HRas wildtype; P01112; GST-Ras wt beads, Bodipy-FL-GTP binding, flow cytometry; actives lie on both sides; AID 759; GTP binding activity, % at 10 µM; hit rate 0.14% among 190,000;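 active = GTP binding activity at least 20% away from the 100% baseline, either lowered as inhibitor or raised as activator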;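 note: 0% = unlabeled GTP competition control and 100% = no-compound control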
Bim-Bcl-W = inhibitors of Bim-Bcl-W interaction, human. bead-based flow cytometry, Bim peptide-Bcl-W binding. hit rate 0.02% among 190,000. inhibition, % at 10 µM. Q92843;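 note: 0% = bound tracer without compound and 100% = peptide blocker; higher means less fluorescent Bim peptide bound to Bcl-W beads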
Target sequence (Q92843 whole entry, looked up): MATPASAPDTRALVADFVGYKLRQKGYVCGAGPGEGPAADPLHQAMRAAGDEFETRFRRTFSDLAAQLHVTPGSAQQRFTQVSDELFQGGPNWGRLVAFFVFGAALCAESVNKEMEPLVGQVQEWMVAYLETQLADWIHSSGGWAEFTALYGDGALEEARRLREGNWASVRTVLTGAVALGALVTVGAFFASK
Cdc42 wt = modulators (inhibitors or activators) of GTP binding to human Cdc42 wildtype. P60953. GST-Cdc42 beads, Bodipy-GTP binding, flow cytometry; actives lie on both sides. percent activity (GTP binding), % at 10 µM. hit rate 0.2% among 190,000;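 active = percent activity GTP binding at least 20 points away from the 100% baseline, either down as inhibitor or up as activator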;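 note: median bead fluorescence of bound Bodipy-FL-GTP at 100 nM; 0% = excess unlabeled GTP control and 100% = no compound control; below 100% means less GTP binding so inhibitor and above means activator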
Target sequence (P60953 whole entry, looked up): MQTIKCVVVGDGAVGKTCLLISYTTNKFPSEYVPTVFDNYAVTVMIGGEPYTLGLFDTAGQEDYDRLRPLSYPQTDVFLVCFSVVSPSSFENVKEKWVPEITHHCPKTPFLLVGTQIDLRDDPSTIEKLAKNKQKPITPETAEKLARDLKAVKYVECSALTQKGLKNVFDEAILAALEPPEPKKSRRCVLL
Bim-Bcl-XL = disrupts Bim peptide binding to human Bcl-XL; Q07817; bead flow cytometry, fluorescence; inhibition, % at 10 µM; hit rate 0.04% among 190,000; AID 1007
Target sequence (Q07817 whole entry, looked up): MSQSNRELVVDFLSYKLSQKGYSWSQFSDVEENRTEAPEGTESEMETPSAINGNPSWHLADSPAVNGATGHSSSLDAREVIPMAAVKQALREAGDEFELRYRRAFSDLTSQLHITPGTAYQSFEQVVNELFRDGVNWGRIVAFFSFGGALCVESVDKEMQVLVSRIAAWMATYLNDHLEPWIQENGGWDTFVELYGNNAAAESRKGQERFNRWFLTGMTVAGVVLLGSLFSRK
Bcl-2 Bim block = human Bim-Bcl-2 interaction inhibition; hit rate 0.06% among 190,000; inhibition, % at 10 µM; P10415; Bead-based flow cytometry, Bim peptide-Bcl-2 binding; in the data active = inhibition above about 40%;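 note: 0% = no compound wells with probe peptide and 100% = reference peptide inhibitor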
Target sequence (P10415 whole entry, looked up): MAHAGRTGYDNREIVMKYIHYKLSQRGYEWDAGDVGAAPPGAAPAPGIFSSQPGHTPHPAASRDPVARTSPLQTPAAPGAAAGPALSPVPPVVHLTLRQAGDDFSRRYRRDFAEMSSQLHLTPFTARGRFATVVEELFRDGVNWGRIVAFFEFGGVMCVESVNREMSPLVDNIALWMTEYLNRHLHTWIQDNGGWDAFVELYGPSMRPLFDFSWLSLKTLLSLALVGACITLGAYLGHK
Rac1 wt modul = human Rac1 wildtype GTP binding, inhibitors and activators; GST-Rac1 beads, fluorescent GTP binding, flow cytometry; actives lie on both sides; 0 = cold GTP competed, 100 = untreated; GTP binding activity (% of control), % at 10 µM; P63000; hit rate 0.27% among 190,000;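 active = GTP binding activity at least 20 points away from the 100% control level, either lower or higher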
Rac1 mut GTP = alters GTP binding to activated mutant human Rac1; P63000; GST-Rac1 activated beads, fluorescent GTP binding, flow cytometry; actives lie on both sides; 100% means binding = to untreated wells; percent activity (GTP binding), % at 10 µM; hit rate 0.11% among 190,000; AID 764;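 active = GTP binding at least 20 percentage points away from the 100% baseline, in either direction, so actives lie on both sides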
Rab2A wt mod = changes GTP binding to wildtype dog Rab2A, up or down. P61105. GST-Rab2 wt beads, Bodipy-GTP binding, flow cytometry. GTP binding activity, % at 10 µM. hit rate 0.19% among 190,000. AID 760;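 active = GTP binding activity at least 20 points away from 100%, either lowered or raised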;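 note: 0% = beads with excess unlabeled GTP and 100% = no-compound control corrected for plate trend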
Bim-Bcl-B = disrupts Bim peptide binding to human Bcl-B; bead-based flow cytometry; Q9HD36; hit rate 0.073% among 190,000; inhibition, % at 10 µM;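 note: 0% = tracer peptide without compound and 100% = reference inhibitor peptide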
Rab7 wt GTP bind = modulators of GTP binding to dog Rab7 wildtype GTPase. GTP binding activity (percent of control), % at 10 µM. hit rate 0.055% among 190,000. GST-Rab7 beads, fluorescent GTP binding, flow cytometry; actives lie on both sides; untreated = 100%, excess cold GTP = 0%. AID 758;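 active = fluorescent GTP binding to Rab7 beads changed by at least 20 points from the 100% baseline, either direction, mostly lower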;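 note: median green fluorescence of bound Bodipy-FL-GTP per Rab7 bead population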
Numbers without * were called inactive. Cut-off read from the data, not from the text of the source, unless noted: active = inhibition above about 40%.

A first look, 4 compounds:
Screening O=c1[nH]c2ccccc2c(O)c1-c1cc2ccccc2oc1=O returned Bim-Bfl-1 0, HRas wt GTP bind 97, Bim-Bcl-W 6, Cdc42 wt 99, Bim-Bcl-XL 0, Bcl-2 Bim block 2, Rac1 wt modul 100, Rac1 mut GTP 96, Rab2A wt mod 96, Bim-Bcl-B 1 and Rab7 wt GTP bind 100.
`Cc1cc(-c2nn(-c3ccccc3F)cc2CN2CCN(c3ccccn3)CC2)c(C)s1` gave Bim-Bfl-1 -4, HRas wt GTP bind 99, Bim-Bcl-W -4, Cdc42 wt 96, Bim-Bcl-XL -3, Bcl-2 Bim block -3, Rac1 wt modul 96, Rac1 mut GTP 95, Rab2A wt mod 97, Bim-Bcl-B -8 and Rab7 wt GTP bind 100.
Cc1ccc(-n2sc3ccccc3c2=O)cc1S(=O)(=O)N1CCCCC1 was read as Bim-Bfl-1 9, HRas wt GTP bind 94, Bim-Bcl-W 1, Cdc42 wt 98, Bim-Bcl-XL -1, Bcl-2 Bim block 11, Rac1 wt modul 99, Rac1 mut GTP 97, Rab2A wt mod 96, Bim-Bcl-B 3 and Rab7 wt GTP bind 98.
For CCOC(=O)c1c(NC(=O)CSc2nnnn2C)sc(C)c1C the results were Bim-Bfl-1 -2, HRas wt GTP bind 97, Bim-Bcl-W 3, Cdc42 wt 97, Bim-Bcl-XL 1, Bcl-2 Bim block -2, Rac1 wt modul 94, Rac1 mut GTP 91, Rab2A wt mod 92, Bim-Bcl-B -2 and Rab7 wt GTP bind 100.

The whole of this part (from the top)
Screening O=c1[nH]c2ccccc2c(O)c1-c1cc2ccccc2oc1=O returned Bim-Bfl-1 0, HRas wt GTP bind 97, Bim-Bcl-W 6, Cdc42 wt 99, Bim-Bcl-XL 0, Bcl-2 Bim block 2, Rac1 wt modul 100, Rac1 mut GTP 96, Rab2A wt mod 96, Bim-Bcl-B 1 and Rab7 wt GTP bind 100.
`Cc1cc(-c2nn(-c3ccccc3F)cc2CN2CCN(c3ccccn3)CC2)c(C)s1` gave Bim-Bfl-1 -4, HRas wt GTP bind 99, Bim-Bcl-W -4, Cdc42 wt 96, Bim-Bcl-XL -3, Bcl-2 Bim block -3, Rac1 wt modul 96, Rac1 mut GTP 95, Rab2A wt mod 97, Bim-Bcl-B -8 and Rab7 wt GTP bind 100.
Cc1ccc(-n2sc3ccccc3c2=O)cc1S(=O)(=O)N1CCCCC1 was read as Bim-Bfl-1 9, HRas wt GTP bind 94, Bim-Bcl-W 1, Cdc42 wt 98, Bim-Bcl-XL -1, Bcl-2 Bim block 11, Rac1 wt modul 99, Rac1 mut GTP 97, Rab2A wt mod 96, Bim-Bcl-B 3 and Rab7 wt GTP bind 98.
For CCOC(=O)c1c(NC(=O)CSc2nnnn2C)sc(C)c1C the results were Bim-Bfl-1 -2, HRas wt GTP bind 97, Bim-Bcl-W 3, Cdc42 wt 97, Bim-Bcl-XL 1, Bcl-2 Bim block -2, Rac1 wt modul 94, Rac1 mut GTP 91, Rab2A wt mod 92, Bim-Bcl-B -2 and Rab7 wt GTP bind 100.
For CC(C)c1ccccc1NC(=O)COC(=O)Cc1cccc(C(F)(F)F)c1 the results were Bim-Bfl-1 -10, HRas wt GTP bind 100, Bim-Bcl-W -3, Cdc42 wt 99, Bim-Bcl-XL -8, Bcl-2 Bim block -8, Rac1 wt modul 105, Rac1 mut GTP 100, Rab2A wt mod 101, Bim-Bcl-B -7 and Rab7 wt GTP bind 102.
For C=CCc1ccc(OCCCOc2ccc(C(=O)O)cc2)c(OC)c1 the results were Bim-Bfl-1 -4, HRas wt GTP bind 94, Bim-Bcl-W 0, Cdc42 wt 95, Bim-Bcl-XL 0, Bcl-2 Bim block -1, Rac1 wt modul 94, Rac1 mut GTP 92, Rab2A wt mod 91, Bim-Bcl-B -1 and Rab7 wt GTP bind 96.
Cc1nc2ccccc2n1C1CC(=O)N(Cc2ccccc2)C1=O (stereo not given) was read as Bim-Bfl-1 -1, HRas wt GTP bind 100, Bim-Bcl-W 0, Cdc42 wt 101, Bim-Bcl-XL 0, Bcl-2 Bim block -1, Rac1 wt modul 99, Rac1 mut GTP 99, Rab2A wt mod 99, Bim-Bcl-B 0 and Rab7 wt GTP bind 97.
For CC(=O)c1nc(N2C(=O)C3CC=C(C)CC3C2=O)sc1C (stereo not given) the results were Bim-Bfl-1 -4, HRas wt GTP bind 104, Bim-Bcl-W -1, Cdc42 wt 103, Bim-Bcl-XL -1, Bcl-2 Bim block -1, Rac1 wt modul 104, Rac1 mut GTP 100, Rab2A wt mod 102, Bim-Bcl-B 0 and Rab7 wt GTP bind 102.
`C/C(=N\Nc1ccccc1Cl)c1ccc(-n2ccnc2)cc1` gave Bim-Bfl-1 3, HRas wt GTP bind 97, Bim-Bcl-W 1, Cdc42 wt 94, Bim-Bcl-XL 1, Bcl-2 Bim block 1, Rac1 wt modul 93, Rac1 mut GTP 97, Rab2A wt mod 96, Bim-Bcl-B -1 and Rab7 wt GTP bind 97.
For Cc1nc(N)sc1N=Nc1ccc(Br)cc1 the results were Bim-Bfl-1 -13, HRas wt GTP bind 100, Bim-Bcl-W -2, Cdc42 wt 101, Bim-Bcl-XL -9, Bcl-2 Bim block -10, Rac1 wt modul 105, Rac1 mut GTP 100, Rab2A wt mod 99, Bim-Bcl-B -14 and Rab7 wt GTP bind 99.
For OCC1(Cc2ccccc2)CCCN(C2CCCC2)C1 (stereo not given) the results were Bim-Bfl-1 -8, HRas wt GTP bind 97, Bim-Bcl-W 0, Cdc42 wt 96, Bim-Bcl-XL -3, Bcl-2 Bim block -1, Rac1 wt modul 98, Rac1 mut GTP 96, Rab2A wt mod 98, Bim-Bcl-B -4 and Rab7 wt GTP bind 99.
Screening CC(C)CN(C(=O)CN1CCN(c2ccc(F)cc2)CC1)c1c(N)n(CC(C)C)c(=O)[nH]c1=O returned Bim-Bfl-1 -13, HRas wt GTP bind 100, Bim-Bcl-W -6, Cdc42 wt 102, Bim-Bcl-XL -9, Bcl-2 Bim block -9, Rac1 wt modul 105, Rac1 mut GTP 101, Rab2A wt mod 100, Bim-Bcl-B -10 and Rab7 wt GTP bind 101.
O=c1cc(O)c2c(=O)n(-c3ccccc3)c3ccccc3c2o1 was read as Bim-Bfl-1 0, HRas wt GTP bind 101, Bim-Bcl-W 0, Cdc42 wt 103, Bim-Bcl-XL -2, Bcl-2 Bim block 0, Rac1 wt modul 102, Rac1 mut GTP 99, Rab2A wt mod 102, Bim-Bcl-B 0 and Rab7 wt GTP bind 102.
`CCCCCOc1ccc(NC(=O)CCCC(=O)O)cc1` gave Bim-Bfl-1 -1, HRas wt GTP bind 102, Bim-Bcl-W -3, Cdc42 wt 103, Bim-Bcl-XL -2, Bcl-2 Bim block 0, Rac1 wt modul 103, Rac1 mut GTP 100, Rab2A wt mod 102, Bim-Bcl-B -2 and Rab7 wt GTP bind 99.
Cc1noc(C)c1C(=O)N1CCC(Cc2ccccc2)CC1 was read as Bim-Bfl-1 1, HRas wt GTP bind 100, Bim-Bcl-W -2, Cdc42 wt 99, Bim-Bcl-XL 0, Bcl-2 Bim block 0, Rac1 wt modul 95, Rac1 mut GTP 94, Rab2A wt mod 100, Bim-Bcl-B -4 and Rab7 wt GTP bind 102.
Screening Cc1cc(SCC(=O)N/N=C/c2ccc(O)cc2O)c(C)cc1Br returned Bim-Bfl-1 0, HRas wt GTP bind 100, Bim-Bcl-W -3, Cdc42 wt 101, Bim-Bcl-XL -3, Bcl-2 Bim block 2, Rac1 wt modul 104, Rac1 mut GTP 100, Rab2A wt mod 101, Bim-Bcl-B -2 and Rab7 wt GTP bind 101.
C[n+]1cn(/N=C/c2ccccc2)c2ccccc21 was read as Bim-Bfl-1 -1, HRas wt GTP bind 103, Bim-Bcl-W 0, Cdc42 wt 103, Bim-Bcl-XL -8, Bcl-2 Bim block -4, Rac1 wt modul 103, Rac1 mut GTP 102, Rab2A wt mod 101, Bim-Bcl-B -5 and Rab7 wt GTP bind 99.
For Cc1nc(N2CCN(c3ccccc3)CC2)nc2c1C(=O)CC(c1ccccc1)C2 (stereo not given) the results were Bim-Bfl-1 -6, HRas wt GTP bind 103, Bim-Bcl-W 4, Cdc42 wt 104, Bim-Bcl-XL -5, Bcl-2 Bim block -8, Rac1 wt modul 110, Rac1 mut GTP 101, Rab2A wt mod 104, Bim-Bcl-B -5 and Rab7 wt GTP bind 102.
CC(=O)Nc1ccccc1C(=O)C(=O)O was read as Bim-Bfl-1 -17, HRas wt GTP bind 99, Bim-Bcl-W -5, Cdc42 wt 100, Bim-Bcl-XL -8, Bcl-2 Bim block -14, Rac1 wt modul 101, Rac1 mut GTP 97, Rab2A wt mod 99, Bim-Bcl-B -11 and Rab7 wt GTP bind 101.
Cc1ccc(C)c(NC(=O)CSc2ccc(-c3ccco3)nn2)c1 was read as Bim-Bfl-1 -3, HRas wt GTP bind 100, Bim-Bcl-W -4, Cdc42 wt 103, Bim-Bcl-XL -5, Bcl-2 Bim block -3, Rac1 wt modul 104, Rac1 mut GTP 101, Rab2A wt mod 100, Bim-Bcl-B -3 and Rab7 wt GTP bind 101.
CC(C)CCN(C(=O)CNC(=O)c1cccs1)C(C(=O)NC1CCCC1)c1ccncc1 (stereo not given) was read as Bim-Bfl-1 -5, HRas wt GTP bind 97, Bim-Bcl-W -1, Cdc42 wt 96, Bim-Bcl-XL -4, Bcl-2 Bim block -3, Rac1 wt modul 98, Rac1 mut GTP 97, Rab2A wt mod 97, Bim-Bcl-B -4 and Rab7 wt GTP bind 94.
`O=C(O)CN(Cc1ccccc1)S(=O)(=O)c1ccc(F)cc1` gave Bim-Bfl-1 -7, HRas wt GTP bind 100, Bim-Bcl-W 0, Cdc42 wt 101, Bim-Bcl-XL -7, Bcl-2 Bim block -7, Rac1 wt modul 99, Rac1 mut GTP 99, Rab2A wt mod 99, Bim-Bcl-B -8 and Rab7 wt GTP bind 100.
For Cc1cnc(C(=O)Nc2ccc(C(C)C)cc2)cn1 the results were Bim-Bfl-1 -5, HRas wt GTP bind 100, Bim-Bcl-W 0, Cdc42 wt 97, Bim-Bcl-XL -2, Bcl-2 Bim block 0, Rac1 wt modul 98, Rac1 mut GTP 92, Rab2A wt mod 97, Bim-Bcl-B -1 and Rab7 wt GTP bind 105.
O=C(N/N=C/C1C(c2ccccc2)C1(Cl)Cl)c1cccc(Br)c1 (stereo not given) was read as Bim-Bfl-1 -1, HRas wt GTP bind 101, Bim-Bcl-W 0, Cdc42 wt 103, Bim-Bcl-XL 1, Bcl-2 Bim block -4, Rac1 wt modul 100, Rac1 mut GTP 100, Rab2A wt mod 100, Bim-Bcl-B 0 and Rab7 wt GTP bind 95.
`CC(=O)OCCN(Cc1ccccc1)Cc1ccc2c(c1)OCO2` gave Bim-Bfl-1 -6, HRas wt GTP bind 104, Bim-Bcl-W -1, Cdc42 wt 104, Bim-Bcl-XL 0, Bcl-2 Bim block -5, Rac1 wt modul 103, Rac1 mut GTP 101, Rab2A wt mod 103, Bim-Bcl-B 0 and Rab7 wt GTP bind 99.
